Source: PubChem
EWS-Fli block: EWS/Fli transcriptional activity inhibition; inhibition, % at 12.6 µM; A673 NR0B1-luciferase reporter, viability-normalised; AID 651661; 350,000 compounds, 0.67% hits;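 active = mean inhibition of at least 50% after viability correction, with every replicate also passing that limit; inconclusive = mean reaches 50% but only one of two replicates passes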;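 also: firefly luciferase signal divided by Alamar Blue viability fluorescence both relative to DMSO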
SIRT5 inh: inhibitors of human sirtuin-5 desuccinylase | Purified SirT5, succinyl-peptide AMC, trypsin-coupled fluorescence | AID 652115 | 330,000 compounds, 1.1% hits | inhibition, % at 15 µM | Q9NXA8; in the data active = inhibition above about 15%; inconclusive = no clear call, values can overlap the other calls
Target sequence (Q9NXA8 whole entry, looked up): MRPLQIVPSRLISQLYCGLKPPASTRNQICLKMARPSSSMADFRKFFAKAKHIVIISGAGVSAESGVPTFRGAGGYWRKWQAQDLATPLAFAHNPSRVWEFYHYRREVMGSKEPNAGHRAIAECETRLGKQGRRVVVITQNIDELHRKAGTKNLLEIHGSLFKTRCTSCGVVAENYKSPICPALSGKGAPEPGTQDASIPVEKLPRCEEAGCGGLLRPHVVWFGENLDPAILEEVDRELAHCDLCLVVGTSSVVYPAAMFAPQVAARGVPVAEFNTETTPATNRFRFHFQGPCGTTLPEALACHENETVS
DENV2 CPE rescue: DENV2-induced cell death inhibition | CPE inhibition, % at 9.99 µM | 350,000 compounds, 1.7% hits | DENV2-infected cells, cytopathic effect rescue, plate reader; in the data active = CPE inhibition above about 20%, passing the limit was not always enough; inconclusive = no clear call, values can overlap the other calls; tested in BHK-21 cells;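 also: 0% = median of neutral control wells and 100% = median of positive control wells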
LGR2 antag: blocks bursicon-induced cAMP signaling via Drosophila LGR2; HEK293 LGR2, CRE-luciferase, bursicon-stimulated, 4 h; inhibition, % at 9.99 µM; 380,000 compounds, 0.35% hits;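 active = drop in luminescence signal, shown as inhibition above about 50% in the replicate tests, limit read from the data, passing the limit was not always enough; inconclusive = probably only some replicates passing the limit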;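 also: agonist challenge used bursicon conditioned medium at about half maximal strength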
PAX8 reporter: lowers PAX8-driven luciferase in RMG-I cells. RMG-I TPO-luciferase reporter, SteadyGlo, 24 h. inhibition, % at 12.6 µM. 360,000 compounds, 1.2% hits. AID 652154;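 active = mean replicate inhibition at least 60% with every replicate also reaching 60%; inconclusive = only one of the two criteria is met; inactive = mean below 60% and not all replicates reaching 60%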;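 also: luciferase light reporting Pax8 driven TPO promoter activity; plate controls were median of neutral control wells for no effect and mitoxantrone controls for full effect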
ARNT-TACC3 inh: disrupts binding between human ARNT and TACC3; inhibition, % at 9.99 µM; 390,000 compounds, 0.66% hits; Q9Y6A5; AlphaScreen His-ARNT PAS-B/GST-TACC3 binding, luminescence; TACC3 fragment carries E629A point mutation;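 active = mean inhibition of replicates at least 50% and at least half of replicates each reaching 50%; inconclusive = half or more replicates reach 50% but mean below 50%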;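 also: 0% = complete ARNT plus TACC3 wells and 100% = ARNT alone without TACC3; many hits fall short of the cut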
Casp6 inh: blocks human caspase-6 cleavage activity | 350,000 compounds, 0.53% hits | purified caspase-6, Z-VEID-R110 cleavage fluorescence | inhibition, % at 12.5 µM | AID 686996;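 active = mean inhibition across replicates at least about 35%, with every replicate also reaching that limit, limit read from the data; inconclusive = only one of the two criteria met; inactive = neither criterion met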;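 also: 0% = median of neutral control wells and 100% = no fluorescence left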
Target sequence (P55212 24-179 limits assumed): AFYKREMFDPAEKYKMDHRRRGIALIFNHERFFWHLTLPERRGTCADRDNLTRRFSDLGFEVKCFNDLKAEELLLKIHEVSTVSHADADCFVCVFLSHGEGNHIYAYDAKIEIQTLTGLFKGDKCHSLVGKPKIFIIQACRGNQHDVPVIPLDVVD
Target sequence (P55212 194-293 limits assumed): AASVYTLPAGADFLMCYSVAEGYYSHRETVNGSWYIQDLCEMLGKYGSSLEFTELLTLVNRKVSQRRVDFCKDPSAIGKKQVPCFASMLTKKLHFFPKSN
Starred values were filed as active, the others as inactive; ? = inconclusive; . = not tested or not shown.

SMILES	EWS-Fli block	SIRT5 inh	DENV2 CPE rescue	LGR2 antag	PAX8 reporter	ARNT-TACC3 inh	Casp6 inh
Cc1ccc(S(=O)(=O)N(C)C[C@H]2OCCCC[C@@H](C)Oc3ccc(N(C)C)cc3C(=O)N([C@@H](C)CO)C[C@H]2C)cc1	-2	3	-1	-7	?	31	2
Cn1c(C(=O)NN)cc2cc(OCc3ccccc3)ccc21	-28	-5	3	.	1	.	-5
O=S(=O)(Cc1noc(-c2ccc(Cl)cc2)n1)Cc1ccco1	-16	-6	-3	-31	-49	.	10
Cc1ccccc1-c1cnc2c(c1)C(=O)N([C@H](C)CO)C[C@@H](C)[C@H](CN(C)CC1CCOCC1)O2	-3	2	6	7	.	-7	3
CC=Cc1ccc2n(c1=O)C[C@H]1[C@H](CO)[C@@H](C(=O)N[C@@H](C)c3ccccc3)[C@@H]2N1Cc1ccncc1 (mixture of isomers)	-3	-7	4	1	-8	16	1
CCN(C[C@H]1N[C@@](CC)(C(=O)OC)[C@H]2C(=O)N(Cc3ccccc3)C(=O)[C@@H]12)S(=O)(=O)c1ccc(OC)cc1	3	-4	1	7	-6	-3	-3
C[C@@H]1CNC(=O)c2c(C(=O)N3CCN(c4ccccc4)CC3)ncn21	0	-3	-2	7	13	.	2
CNC(=O)c1ccc(NC(=O)c2ccc3c(=O)n4c(nc3c2)CCC4)cc1	-2	0	-1	-17	-10	-9	-3
Nc1cc2c(cc1Cl)-c1ccccc1C2=NO	-101	24*	0	-7	-202	2	-2
CCOC(=O)Nc1ccc2c(c1)N(C(=O)CN)c1ccccc1CC2	12	-3	-5	7	28	0	2
C[C@H]1CN([C@@H](C)CO)C(=O)c2cccc(NC(=O)c3ccc(-c4nccs4)cc3)c2O[C@@H]1CN(C)S(=O)(=O)c1cccs1	-5	0	2	14	.	-7	2
CCCNC(=O)N1[C@H](CO)[C@H]2c3ccccc3N(C)C[C@H]21	6	-4	-6	-1	-13	-1	2
C=CCc1cc(Cl)ccc1OCCCNCCO	6	1	3	.	0	.	-2
CCN1CCN(CC(=O)N2N=C(c3ccc(OC)cc3)CC2c2ccc(OC)cc2)C(=O)C1=O (stereo not given)	-4	0	-6	31	16	-11	4
CCOC1=C2[C@@H](CN(S(=O)(=O)c3ccc(C)cc3)[C@H]2c2ccccc2F)[C@H]2C(=O)N(C3CCCCC3)C(=O)[C@H]2C1	1	4	15	24	-56	.	-2
O=C(O)c1ccc(Cl)c(S(=O)(=O)N(Cc2ccccc2)c2ccccc2)c1	3	0	2	1	1	-12	8
CCC(C)[C@H](NC(=O)c1cn(CC)c2cc3c(cc2c1=O)OCO3)C(=O)NCCCn1ccnc1 (stereo not given in full)	.	-3	1	-5	4	1	-7
COc1ccc(C(=O)C2CCCN(C(=O)CSC)C2)cc1OC (stereo not given)	11	-3	0	.	1	-2	0
Cc1ccc2nc(C(F)C(F)(F)F)[nH]c2c1 (stereo not given)	-79	-3	-7	-14	-44	11	0
Nc1c(C(=O)NCc2ccco2)nnn1CC(=O)Nc1ccc2c(c1)OCO2	0	4	7	-4	-15	-28	0
COc1ccc(N(C(=O)COc2ccc(F)cc2)S(=O)(=O)c2ccc(C)cc2)cc1	.	.	.	4	23	-10	.
O=C(/C=C/c1ccco1)Nc1cccnc1	-44	3	18	-10	-99	-10	2
O=C(CNC(=O)c1ccc(Br)o1)NCc1ccccc1Cl	.	0	0	-11	7	-7	0
O=C(N/N=C/c1ccncc1)c1cccc(NC(=O)c2ccccc2Cl)c1	-2	-2	-7	9	-5	7	1

Entries of single compounds, quoted from the list. Screens in order: EWS-Fli block, SIRT5 inh, DENV2 CPE rescue, LGR2 antag, PAX8 reporter, ARNT-TACC3 inh, Casp6 inh
Profile of O=C(O)c1ccc(Cl)c(S(=O)(=O)N(Cc2ccccc2)c2ccccc2)c1 = 3, 0, 2, 1, 1, -12, 8
Profile of CCCNC(=O)N1[C@H](CO)[C@H]2c3ccccc3N(C)C[C@H]21 = 6, -4, -6, -1, -13, -1, 2
Profile of CCOC1=C2[C@@H](CN(S(=O)(=O)c3ccc(C)cc3)[C@H]2c2ccccc2F)[C@H]2C(=O)N(C3CCCCC3)C(=O)[C@H]2C1 = 1, 4, 15, 24, -56, ., -2
Profile of COc1ccc(C(=O)C2CCCN(C(=O)CSC)C2)cc1OC (stereo not given) = 11, -3, 0, ., 1, -2, 0
Profile of CNC(=O)c1ccc(NC(=O)c2ccc3c(=O)n4c(nc3c2)CCC4)cc1 = -2, 0, -1, -17, -10, -9, -3

Additional records:
SMILES	EWS-Fli block	SIRT5 inh	DENV2 CPE rescue	LGR2 antag	PAX8 reporter	ARNT-TACC3 inh	Casp6 inh
CO[C@@H]1CN(C)C(=O)c2cc(NC(=O)c3ccc4c(c3)OCO4)ccc2OC[C@H](C)NC[C@@H]1C	-4	0	1	6	4	-11	4
OC1(C#Cc2c(-c3ccsc3)oc3ccc(N4CCOCC4)cc23)CCCCC1	3	.	.	-6	14	-12	-3
O=C(Cc1ccccn1)N[C@H]1CC[C@@H](CC(=O)N2CCCCC2)O[C@H]1CO	3	1	-1	8	-6	7	1
CC=Cc1ccc2n(c1=O)C[C@H]1N[C@@H]2[C@@H](C(=O)NC2CCCC2)[C@@H]1CO (mixture of isomers)	10	-15	6	13	.	.	1
COCCn1c(C)c(C)c(S(=O)(=O)c2ccccc2)c1N	2	3	-2	0	-16	3	1
O=C(Nc1ccc(F)c(Cl)c1)N1CCCCCC1	.	-4	-4	-30	-44	-3	-1
Cc1cc(/C=C(/C#N)c2cccc(Cl)c2)c(C)n1C	3	-1	-3	12	-24	.	2
COc1ccc(NC(=O)N(C)C[C@H]2OCCCC[C@H](C)Oc3ccc(NC(=O)Cc4ccccc4)cc3C(=O)N([C@H](C)CO)C[C@H]2C)cc1	4	-2	1	-4	.	1	-1
COc1ccc(/C=C/c2noc(-c3ccccc3O)n2)cc1	.	.	.	30	-122	-3	.
CSc1ncc(C(=O)Nc2ccccc2)cn1	-13	-3	?	7	2	-12	-1
O=C(Nc1cccc(Cl)c1)c1ccc(F)c(S(=O)(=O)NCc2cccs2)c1	2	-1	-1	16	5	-7	0
CC(C)(C)c1ccccc1OCCOCCN1CCCCCC1	2	-2	-8	10	18	.	-80

The closing 5 records of the part above are carried over, then new ones follow.
SMILES	EWS-Fli block	SIRT5 inh	DENV2 CPE rescue	LGR2 antag	PAX8 reporter	ARNT-TACC3 inh	Casp6 inh
COc1ccc(NC(=O)N(C)C[C@H]2OCCCC[C@H](C)Oc3ccc(NC(=O)Cc4ccccc4)cc3C(=O)N([C@H](C)CO)C[C@H]2C)cc1	4	-2	1	-4	.	1	-1
COc1ccc(/C=C/c2noc(-c3ccccc3O)n2)cc1	.	.	.	30	-122	-3	.
CSc1ncc(C(=O)Nc2ccccc2)cn1	-13	-3	?	7	2	-12	-1
O=C(Nc1cccc(Cl)c1)c1ccc(F)c(S(=O)(=O)NCc2cccs2)c1	2	-1	-1	16	5	-7	0
CC(C)(C)c1ccccc1OCCOCCN1CCCCCC1	2	-2	-8	10	18	.	-80
CN(CC(=O)Nc1cc(S(=O)(=O)N2CCCC2)ccc1Cl)Cc1nc2ccccc2c(=O)[nH]1	6	-12	-8	-18	9	4	-5
O=C(CN1C(=O)S/C(=C/C=C/c2ccccc2)C1=O)Nc1ccc(C(=O)O)cc1	0	13	-7	3	-5	4	28
COc1ccc(CN2CCN(Cc3ccco3)CC2)c(OC)c1	-3	1	-4	-13	13	-1	-6
C=CCN1C(=O)c2cccc3c(Br)ccc(c23)C1=O	-4	-1	19	-31	-3	-4	-1
Cc1ccc(OCC(=O)Oc2c(C)cccc2C)cc1C	42	4	?	-3	0	.	0
COc1ccc(/C=N/NC(=O)CN2CCCCCCC2)c(C)c1C	-6	-2	.	-7	-11	19	-8
COc1cccc(CN(C)CC(=O)Nc2ccccc2C(=O)NC2CC2)c1	2	-4	-4	-5	-15	-8	0
COc1ccc(Oc2nc(-c3ccncc3)nc3ccccc23)cc1	8	-4	1	-6	-15	2	1
CC(C)NC(=O)N1CCCCN2[C@@H](CO)[C@H](c3ccc(C#C[C@H](C)O)cc3)[C@@H]2C1	-3	1	10	18	-12	-4	1
CC(=O)Nc1cccc(-c2ccnc3c2CC(C(=O)Nc2cccc(N(C)C)c2)O3)c1 (stereo not given)	-10	3	8	9	-2	.	-5
COC(=O)c1ccc2c(=O)[nH]c(CSc3nnc(C(F)(F)F)n3C)nc2c1	-8	5	1	.	5	-2	0
CCc1nnc(NC(=O)c2ccc(Cl)c(S(=O)(=O)N3CCc4ccccc4C3)c2)s1	19	-2	0	9	12	-4	-2
C[C@H](CO)N1C[C@H](C)[C@H](CN(C)C(=O)C2CCOCC2)Oc2ncc(-c3cccc(C#N)c3)cc2C1=O	-3	1	-1	6	8	-4	-2
Cc1ccnn1CCC(=O)O	12	-3	-1	2	-6	1	-2
Cc1cccc(Oc2ccc(NC(=O)c3ccccc3C(=O)O)cc2)c1C	12	-2	3	-37	1	-8	-2
C[C@@H]1CCCCO[C@H](CN(C)Cc2ccc(C(F)(F)F)cc2)[C@@H](C)CN([C@H](C)CO)C(=O)c2cc(NS(=O)(=O)c3ccc(Cl)cc3)ccc2O1	2	-1	-3	3	-14	-14	0
COCC#Cc1ccc([C@H]2[C@@H](CO)N3C(=O)CN(C(=O)C4CCCCC4)C[C@H]23)cc1	-10	2	-6	3	-3	.	0
Cc1cc2cc(C)c(NCCNC(=O)c3cccs3)nc2cc1C	-1	-3	-4	0	7	3	1
C=CCn1cccc(C(=O)Nc2ccc(Cl)cc2)c1=O	-69	-2	10	-60	-70	-4	2
COc1ccc(-n2cnc3cc(NCc4ccco4)ccc32)cc1	-96	1	-6	-71	.	9	-2
CCN(CC)CCN(C(=O)c1ccc2c(c1)CCCC2)c1nc2c(OC)cccc2s1	3	-7	0	2	14	.	-3
COCCN(Cc1cc2cc3c(cc2nc1Cl)OCO3)C(C)=O	6	5	-3	-8	13	-8	-1
O=C(NCc1ccc(F)cc1)C(C(=O)NCc1ccc(F)cc1)c1ncc(C(F)(F)F)cc1Cl	-3	-3	-5	36	15	-1	-2
CC(C)[C@H](NS(=O)(=O)c1ccccc1)C(=O)OCc1cc([N+](=O)[O-])cc2c1OCOC2	11	.	8	.	-21	0	5
C/C=C(/C)C(=O)O[C@@H]1c2c(ccc3ccc(=O)oc23)O[C@@H]1C(C)(C)OC(C)=O	-8	-6	-15	13	19	-3	-3
COCCCNCCCOc1ccc(Cl)cc1C(C)(C)C	24	-2	1	-1	17	-5	0
CCOC(=O)c1cn2nc(N3CCCC3)ccc2n1	-51	0	-3	68*	29	5	-3
C[C@@H]1CN([C@H](C)CO)C(=O)Cc2cc(NC(=O)CCCCCC(=O)Nc3ccccc3N)ccc2O[C@H]1CN(C)Cc1ccncc1	-11	-1	-7	-13	-21	-2	-1
C[C@@H]1CN([C@H](C)CO)C(=O)c2cc(C3=CCCCC3)cnc2O[C@H]1CN(C)C(=O)Cc1ccncc1	8	5	-4	-3	11	7	1
CN(C)c1cccc(C(=O)OCC(=O)N(Cc2ccccc2)C2CCS(=O)(=O)C2)c1 (stereo not given)	-3	-5	3	2	-20	1	-3
CC(C)N1CCc2c(sc(NC(=O)c3ccc(S(=O)(=O)N4CCOCC4)cc3)c2C(N)=O)C1	-2	9	2	-3	-23	-2	1
Cc1noc(C)c1S(=O)(=O)Nc1ccc2c(c1)C(=O)N([C@H](C)CO)C[C@@H](C)[C@@H](CN(C)S(=O)(=O)c1cn(C)cn1)O2	-4	-5	2	4	-21	.	-1
CCOC(=O)C1=C(CNCc2ccc(C)cc2)NC(=O)NC1c1cc(C)ccc1C (stereo not given)	7	-1	-5	9	.	9	-6
